# RORgamma inh – ROR gamma (mouse) transcription inhibition; P51450; 5.4% of 310,000 active; Drosophila S2 Gal4-RORgamma UAS-luciferase reporter, 20 h; Potency, µM (titrated, usually from 53.6 µM), for inactives: at the top dose activity change, negative = inhibition, hits mostly inhibitors; also: potency is read from the fitted curve at half-maximal effect; % is scaled to controls: 0 for no effect and ±100 for the full control effect; nearly all actives have a fitted effect of over 60% in size
#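 Using a luciferase readout, inhibitors were identified by reduced reporter activity in Drosophila cells coexpressing a copper-inducible Gal4–ROR gamma fusion and UAS-driven Photinus luciferase, incubated 20 hr after 700 uM copper sulfate.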
# ELG1 repair inh – ELG1-dependent DNA repair inhibition; HEK293T ELG1-luciferase reporter, luminescence, 16 h; DNA damage induced by 5-fluorouridine; Potency, µM (top dose mostly 46.1 µM), inactives show at the highest dose activity change, negative = inhibition, hits mostly inhibitors; 2.3% of 330,000 active; also: potency is read from the fitted curve at half-maximal effect; % is scaled to controls: 0 for no effect and ±100 for the full control effect; nearly all actives have a fitted effect of over 55% in size
#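 HEK293T cells expressing luciferase-tagged ELG1 (2,000/well) received 5-Fluorouridine plus compound or DMSO for 16 hr at 37 °C. Luciferase was read by ONE-Glo luminescence after 30 min at room temperature.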
# KCNH2 3.1 block – blocks the human KCNH2 3.1 channel isoform. U2OS KCNH2 3.1, thallium flux FluxOr; hits give low values. activity change, % (tested at about 1.8 µM). 0.95% of 340,000 active. AID 720553;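 active = maximum activity change below -70%; inconclusive = maximum activity change from -70% to -50%; inactive = maximum activity change above -50%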;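 also: thallium influx rate constant from kinetic fluorescence after stimulation buffer; % is scaled to controls: 0 for no effect and ±100 for the full control effect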
#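 Measured as rate of thallium-driven FluxOr signal in transduced U2OS cells carrying the 3.1 channel, read kinetically for 2 min upon stimulation; values are rate constants scaled to DMSO control wells.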
# Menin MLL FP TR – menin-MLL binding inhibition, Texas Red mutant peptide; O00255; Menin + Texas Red MLL mutant peptide, fluorescence polarization; 0.23% of 270,000 active; Potency, µM (highest dose often 61.6 µM), inactives show at the top dose FP activity change, negative = inhibition, hits mostly inhibitors; AID 1768; active = well fitted inhibition curve with a large enough effect in the polarisation, with a control signal flat, not every such curve was filed as active; inconclusive = small, poorly fitted or top-dose-only effect, or effect the other way, or a change in a side signal; inactive = no such curve, though single readings can be large or run the other way; the % refers to the polarisation; also: potency is read from the fitted curve at half-maximal effect; % of control where 0% means no effect; many of its hits are not listed in these tables
# Target sequence (O00255 whole entry, looked up): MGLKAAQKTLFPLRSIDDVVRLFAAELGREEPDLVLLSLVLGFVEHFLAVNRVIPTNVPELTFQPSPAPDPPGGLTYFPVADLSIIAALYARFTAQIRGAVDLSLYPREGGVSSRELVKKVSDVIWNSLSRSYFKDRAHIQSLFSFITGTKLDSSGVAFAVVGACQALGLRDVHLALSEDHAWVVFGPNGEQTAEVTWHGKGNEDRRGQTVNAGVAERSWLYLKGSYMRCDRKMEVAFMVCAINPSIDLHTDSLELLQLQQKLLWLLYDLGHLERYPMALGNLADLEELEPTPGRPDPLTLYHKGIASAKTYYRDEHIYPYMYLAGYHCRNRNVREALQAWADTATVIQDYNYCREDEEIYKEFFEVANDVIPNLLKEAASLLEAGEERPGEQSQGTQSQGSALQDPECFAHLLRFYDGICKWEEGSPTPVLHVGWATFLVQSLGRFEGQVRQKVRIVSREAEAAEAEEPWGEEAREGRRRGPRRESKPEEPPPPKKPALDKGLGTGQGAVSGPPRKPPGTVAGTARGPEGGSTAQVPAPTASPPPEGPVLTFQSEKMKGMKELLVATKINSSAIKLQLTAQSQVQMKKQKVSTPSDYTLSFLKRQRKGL
# PKM2 activator – increases activity of human pyruvate kinase M2 | P14618 | purified PKM2, Kinase-Glo ATP luminescence, activation; response scale: 0% is enzyme alone, no compound | Potency, µM (titrated, usually from 57.5 µM), for the others: top-dose activation, usual class: activators | 0.34% of 260,000 active | AID 1631; also: potency is read from the fitted curve at half-maximal effect; % is scaled to controls: 0 for no effect and ±100 for the full control effect; nearly all actives have a fitted effect of over 55% in size
#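 Kinase-Glo luminescence reports ATP generated from ADP (0.1 mM) and PEP (0.5 mM) by purified hPK-M2 after 1 h at room temperature, pH 7.2 imidazole buffer; intermediate enzyme activity allows detecting inhibitors and activators.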
# Gal4-VP16 FLuc – Gal4-VP16 reporter inhibition counter-screen | 3.5% of 310,000 active | Drosophila S2 Gal4-VP16 UAS-luciferase, luminescence, 20 h | Potency, µM (highest dose often 53.6 µM), without a hit: at the highest dose activity, negative = inhibition, most hits filed as inhibitors;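 also: Gal4-VP16 expression switched on by copper sulfate through the metallothionein promoter; potency is read from the fitted curve at half-maximal effect; % is scaled to controls: 0 for no effect and ±100 for the full control effect; nearly all actives have a fitted effect of over 50% in size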
# FLuc modulator – firefly luciferase modulation, counter-screen for miR-21 project. P08659. purified FLuc, Km substrates, luminescence inhibition. Potency, µM (highest dose often 57.5 µM), for inactives: top-dose activity change, negative = inhibition, usual class: inhibitors. 6.9% of 360,000 active;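 also: potency is read from the fitted curve at half-maximal effect; plate controls were vehicle for no effect and reference inhibitor for full effect; nearly all actives have a fitted effect of over 55% in size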
#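 Biochemical qHTS of compounds, final roughly 60 µM downward over six points, against 10 nM purified firefly luciferase using Km concentrations of substrates (10 uM D-luciferin, 10 uM ATP) in Tris acetate pH 7.5 buffer; luminescence output.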
# MBNL1-CUG inh – inhibitors of human MBNL1 binding to CUG repeat RNA; Q9NR56; TR-FRET MBNL1-His/biotin-(CUG)12 binding, 665/545 ratio; Potency, µM (titrated, usually from 57.5 µM), inactives show at the top dose activity change, negative = inhibition, actives largely listed as inhibitors; 0.036% of 280,000 active; AID 2675; active = well fitted inhibition curve with a large enough effect in the signal ratio, with a control signal flat, not every such curve was filed as active; inconclusive = small, poorly fitted or top-dose-only effect, or effect the other way, or a change in a side signal; inactive = no such curve, though single readings can be large or run the other way; the % refers to the signal ratio; also: potency is read from the fitted curve at half-maximal effect; % is scaled to controls: 0 for no effect and ±100 for the full control effect
# Target sequence (Q9NR56 whole entry, looked up): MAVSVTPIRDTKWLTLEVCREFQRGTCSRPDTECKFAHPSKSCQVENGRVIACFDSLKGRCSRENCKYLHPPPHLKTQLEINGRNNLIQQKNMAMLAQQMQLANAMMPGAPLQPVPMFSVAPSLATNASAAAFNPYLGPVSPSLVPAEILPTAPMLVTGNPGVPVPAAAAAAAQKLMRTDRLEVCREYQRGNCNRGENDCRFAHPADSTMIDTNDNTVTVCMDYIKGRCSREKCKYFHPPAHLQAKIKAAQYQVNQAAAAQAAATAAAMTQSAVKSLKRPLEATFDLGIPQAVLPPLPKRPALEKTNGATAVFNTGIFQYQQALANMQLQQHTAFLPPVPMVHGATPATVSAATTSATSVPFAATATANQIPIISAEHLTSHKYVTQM
#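 TR-FRET between His-tagged MBNL1 and biotin-(CUG)12 RNA, detected with Tb anti-His antibody (0.055 ng/ul) and streptavidin-XL665 (5 nM), 60 min at room temperature. Compounds titrated 92 nM to 58 uM; 665/545 nm ratio normalized to buffer and complex controls.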
# Rab9 promoter act – Rab9 promoter activation; 2.8% of 320,000 active; Huh7 Rab9 promoter-luciferase reporter, luminescence, 24 h; Potency, µM (top dose mostly 9.22 µM), without a hit: at the top dose activation, negative = inhibition, hits mostly activators; also: potency is read from the fitted curve at half-maximal effect; % of control where 0% means no effect; nearly all actives have a fitted effect of over 60% in size
#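 Huh7 cells stably carrying Rab9 promoter–luciferase reporter, plated 1500 cells/well, compound added after 2 h and incubated 24 h at 37 °C; luciferase luminescence then read after 10 min with detection reagent.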
# Mito fusion act – blocks mitochondrial division or promotes mitochondrial fusion. S. cerevisiae fusion-defective mutant growth rescue, CellTiterGlo 48 h. Potency, µM (titrated, usually from 46.1 µM), for the others: at the top dose growth rescue (activation), usual class: activators. 0.23% of 320,000 active;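 also: potency is read from the fitted curve at half-maximal effect; % of control where 0% means no effect; nearly all actives have a fitted effect of over 45% in size; temperature-sensitive fusion mutants such as fzo1-1 at 37 °C on non-fermentable ethanol glycerol medium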
#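 Compounds are tested for their ability to restore growth of mitochondrial fusion-defective yeast strains at non-permissive 37C in YPEG medium over 48 hours. Viability is quantified by luciferase luminescence.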
# NPC1 promoter act – activators of NPC1 promoter; 2.4% of 320,000 active; AID 485313; Huh7 NPC1 promoter luciferase reporter, 24 h; Potency, µM (doses to about 9.22 µM), without a hit: at the highest dose activation, most hits filed as activators;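 also: potency is read from the fitted curve at half-maximal effect; % of control where 0% means no effect; nearly all actives have a fitted effect of over 60% in size; reporter is driven by a mutant NPC1 promoter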
#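 NPC1 promoter–luciferase Huh7 cells; 24 h compound; luminescence.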
# * = called active by the depositor; ? = inconclusive; · = no result given; & = joins results of further samples; [ ] = dose if it differs, or a comment. Unless noted, calls follow the shape of the dose curve; as a rule, active = well fitted curve in the direction sought with a large enough effect; inconclusive = small, poorly fitted or top-dose-only effect, or another doubt; inactive = no such curve, though single readings can be large; an effect the other way counts as inactive or inconclusive. Not all compounds are listed; the hit share may differ from the screen's.
SMILES,RORgamma inh,ELG1 repair inh,KCNH2 3.1 block,Menin MLL FP TR,PKM2 activator,Gal4-VP16 FLuc,FLuc modulator,MBNL1-CUG inh,Rab9 promoter act,Mito fusion act,NPC1 promoter act
O=C1CSC(c2cn(-c3ccccc3)nc2-c2cccs2)N1Cc1ccccc1 (centres undefined),2%,6%,·,-2%,-4%,-5%,-8%,1%,-2%,4%,6%
N#CCC(CNc1ncc(C(F)(F)F)cc1Cl)OC(=O)c1cccc([N+](=O)[O-])c1 (centres undefined),6%,0%,0,42%[activator],9%,-11%[0.365 µM],11%,11%,-5%,5%,-4%
Cc1cccc(NCCC#N)c1,2%,5%,7,-1%,-4%,-17%,1%,-10%,2%,-24%,-7%
COc1ccc([C@]23Cc4ccccc4C(O2)c2c(cc(-c4ccccc4)oc2=O)O3)cc1,39%[10 µM],·,·,4%[11.7 µM],0%[11.5 µM],-5%[10 µM],-7%[11.5 µM],12%[11.5 µM],-9%[1.84 µM],5%[9.22 µM],-2%[1.84 µM]
Cn1nnnc1SCC(=O)c1ccc(Br)s1,21%,?,0,24%,-3%,26%,-10%,?,12%,2%,2%
COc1ccc(CC(=O)OCc2cc(=O)n3cc(Br)ccc3n2)cc1OC,7%,5%,-6,-13%,5%,1%,6%,11%,-2%,11%,-5%
O=C(NCc1ccc(Cl)cc1)c1n[nH]c([N+](=O)[O-])c1Cl,-7%,?,11,?,9%,-9%[10 µM],21µM*,?,-10%,3%,13%
CCn1c(CSc2nc3ccccc3s2)nnc1SCC(=O)c1ccc(O)cc1O,-37%,0%,-8,·,0%,6%,5%,0%,-5%,-2%,-1%
CC(C)Cn1c(N)c(/C=N/NC(=O)c2ccc(Cl)cc2)c(=O)n(C)c1=O,-3%,14%,-4,13%,·,6%,3%,-2%,-1%,-3%,-9%
CCc1ccc(/C=C(\Cl)c2nc3cc(Cl)ccc3c(=O)[nH]2)cc1,-4%,3%,-13,-7%,5%,-7%,2%,3%,-2%,-1%,-6%
CNc1ccc(/C=C(\C#N)c2ccccn2)cc1[N+](=O)[O-],23%,?,2,?,-3%,?,-19%,11%,1.3µM*,-1%,2.8µM*
CC1CCN(c2ccc3nnc(CCC(=O)Nc4ccc(F)cc4)n3n2)CC1,-20%,-1%,-8,-16%,·,4%,0%,6%,-2%,2%,-5%
Cc1cccc2nc(-c3ccco3)oc(=O)c12,19%,10%,-17,0%,·,-6%,?,-8%,1%,5%,-1%
COC(=O)c1ccc([C@@H]2C[C@H]3CN(Cc4cccnc4)C(=O)[C@]34CCCN24)cc1,10%,-2%,8,2%,0%,-16%,-1%,7%,-2%,2%,0%
CCOc1cc(CNc2ccc(N3CCCCC3)cc2)cc(Br)c1OCC(=O)NC(C)(C)C,-33%,-20%,-20,-16%,1%,-27%,-3%,2%,4%,6%,-3%
CCc1nnc(NC(=O)CSc2nc3cccnc3n2C2CCCCC2)s1,10µM*,-3%,11,-15%,?,?,-1%,4%,-1%,5%,2%
CCN(CC)c1ccc2c(c1)oc(=O)c1c(Cl)cc(=O)oc12,?,?,0,11%,-1%,?,-21%,156%[activator],-16%,3%,-8%
C/C=C/C(=O)Nc1nnc(-c2ccccc2C)s1,-33%,14%,15,-4%,-2%,-5%,?,?,0%,6%,2%
CC1CCN(S(=O)(=O)N2CCC(C(=O)NCc3cccs3)CC2)CC1,30%,?,4,-3%,-6%,4%,-2%,-11%,-1%,5%,8%
CCC(CO)NCc1ccc2c(c1)n(C)c(=O)n2C (centres undefined),-4%,5%,-1,0%,4%,1%,0%,-11%,-7%,3%,1%
COc1ccc(-c2cc(C(F)(F)F)n3nc(C(=O)N4CCOCC4)nc3n2)cc1,0%[0.365 µM],0%,·,-25%,3%,·,-2%,?,2%,-3%,-1%
C=CCOc1ccccc1C1C2=C(CC(C)(C)CC2=O)Nc2c1c(=O)n(C)c(=O)n2C (centres undefined),11%,-22%,-178*,16%,0%,-9%,0%,0%,-3%,-5%,-4%
CCS(=O)(=O)c1nc(S(=O)(=O)c2ccc(C)cc2)c(N2CCN(CCO)CC2)s1,0%,6%,9,·,·,-2%,4%,0%,2%,0%,0%
Cn1c(=O)c2c(nc(SCCN3CCCCC3)n2C)n(C)c1=O,-23%,2%,0,-14%,2%,-11%,5%,-12%,-2%,-6%,-5%
C[N+]1(C)CC2([N+](=O)[O-])CC=C(Oc3ccccc3)C([N+](=O)[O-])(C2)C1 (centres undefined),-13%,14%,-9,10%,-4%,5%,3%,3%,2%,-4%,2%
N#CCC(=O)N/N=C/c1ccc(OC2CSC2)cc1,10%,15%,-7,0%,3%,5%,-12%,16%,8%,-5%,1%
COc1cccc(N/C(N)=N/c2nc(C(F)(F)F)cc(=O)[nH]2)c1,-6%,?,13,4%,-2%,?,-2%,?,0%,-1%,0%
CCN(Cc1ccccc1)C(=O)COC(=O)Cn1cnc2ccccc21,16%,?,-1,-1%,0%,-6%,-3%,1%,-4%,1%,2%
COc1ccc(CN2C(=O)CN(C3CCCCCC3)C(=O)C2c2ccc(F)cc2)cc1 (centres undefined),28%,-4%,5,?,-1%,11%,0%,1%,1%,2%,-2%
Cc1ccc(/C=N/NC(=O)Cn2cncn2)cc1,29%,12%,-4,10%,-2%,23%,?,2%,1%,2%[9.22 µM],0%
CCC1CCCCN1S(=O)(=O)c1ccc(-n2cnnn2)c(C)c1 (centres undefined),-2%,9%,4,-5%,-4%,0%,0%,-1%,1%,1%,-3%
CCOC(=O)c1ccc(NC(=O)CSc2nnc(C3CC3)n2C)cc1,?,10%,9,3%,-17%,6%,?,?,15%,-2%,1%
COC(=O)C1=C(C)N(Cc2ccccc2)C(=O)N[C@H]1c1ccccc1,6%&-36%,-9%,28,-10%&3%,11%,-6%&-17%,3%,-13%,6%,23%,1%
O=c1ccsn1Cc1ccccc1,2.2µM*,0%,-24,0%,5µM*,4.5µM*,3%[2.3 µM],-6%,-5%,-7%,1%
O=C(CSc1nc2ccccc2[nH]1)Nc1ccc2c(c1)OCCO2,?,?,1,2%,0%,4%,8.5µM*,-4%,?,2%,18%
CC(=O)N1c2ccc(S(=O)(=O)N(C)CC(=O)NCc3ccccc3)cc2CC1C (centres undefined),1%,-1%,-5,·,·,2%,-1%,3%,0%,-2%,-3%
Cc1csc(SCC(=O)Nc2cc(S(=O)(=O)N(C)C)ccc2C)n1,·,2%,2,·,·,·,-2%,·,-2%,0%,0%
Cc1ccc(S(=O)(=O)CCc2nc3ccccc3[nH]2)cc1C,18%,9%,-9,9%,2%,21%,5%,·,1%,5%,6%
Cc1ccc(CCNC(=O)c2cc(-c3ccncc3)nc3ccc(S(=O)(=O)N4CCOCC4)cc23)cc1,-5%,12%,-3,1%,·,3%,1%,5%,-1%,-7%,-4%
Cc1ccc(S(=O)(=O)NCC(c2ccco2)N2CCOCC2)cc1 (centres undefined),5%,7%,-5,-7%,-1%,-3%,-2%&0%,-17%,-4%,-6%,0%
O=S(=O)(c1ccc(OCC(O)CN2CCCCC2)cc1)N1CCOCC1 (centres undefined),6%,22%,0,12%,-2%,-9%,-1%,3%,6%,0%,15%
N#Cc1c(Nc2ccccc2)sc(C(=O)c2ccc(F)cc2)c1N,21%,?,-6,8%,-3%,-25%,-3%,·,-12%,9%,-5%
O=C1OCCC1Sc1nc(-c2ccccc2)cs1 (centres undefined),-2%,16%,7,9%,-5%,-5%[0.365 µM],?,2%,-2%,-5%,-1%
O=C(CC(c1ccccc1)c1cc(Cl)ccc1O)NCCCN1CCOCC1 (centres undefined),-26%,2%,0,-7%,-9%,-5%,-1%,-3%,2%,-1%,1%
C=C(C)[C@H]1CC=C(C)/C(=N/NC(=O)CNc2ccccc2OC)C1,?,?,-24,·,0%,?,-15%,10%,12%,8%,13%
CC(C)Nc1nc(SC(C)C(=O)Nc2ccccc2)nc(N(C)C)n1 (centres undefined),3%,-1%,-5,-14%,9%,-18%[10 µM],-2%,-6%,1%,17%,-1%
O=C(Cc1cccc2ccccc12)Nc1cc(C(=O)O)cc(C(=O)O)c1,17%,-3%,3,-3%,-1%[11.5 µM],-5%,-14%,8%,-5%,-1%,-1%

# Source: PubChem BioAssay
